esBAF inh – blocks esBAF chromatin remodeling in mouse ES cells. Bmi1-luciferase knock-in reporter, 24 h; 100% = twice the neutral-well signal. reporter increase, % at 12.5 µM. 350,000 tested, 2% active; in the data active = activation above about 40%; inconclusive = no clear call, values can overlap the other calls;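 also: 0% = median of the plate's neutral control wells and 100% = double that signal; a rise in the Bmi1 reporter signal indicates esBAF inhibition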
RAD52 inh – blocks human RAD52 DNA annealing | recombinant RAD52 DNA annealing, FRET fluorescence | inhibition, % at 18.7 µM | 360,000 tested, 0.46% active;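 active = every replicate showing at least 50% inhibition; inconclusive = mean inhibition at least 50% but not in every replicate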
Target sequence (P43351 whole entry, looked up): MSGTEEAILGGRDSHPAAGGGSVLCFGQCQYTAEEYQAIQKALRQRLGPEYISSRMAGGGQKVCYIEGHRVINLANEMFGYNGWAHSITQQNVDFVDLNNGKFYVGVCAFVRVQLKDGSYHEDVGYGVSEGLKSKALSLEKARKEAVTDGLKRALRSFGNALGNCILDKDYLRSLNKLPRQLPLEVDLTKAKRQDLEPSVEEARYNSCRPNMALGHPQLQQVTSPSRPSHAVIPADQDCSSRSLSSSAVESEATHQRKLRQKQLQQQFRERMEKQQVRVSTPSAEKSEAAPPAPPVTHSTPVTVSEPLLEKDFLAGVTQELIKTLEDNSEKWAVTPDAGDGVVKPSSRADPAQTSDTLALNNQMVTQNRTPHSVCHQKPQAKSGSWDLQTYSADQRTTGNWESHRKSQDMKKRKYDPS
ARNT-TACC3 inh – ARNT/TACC3 interaction disruption; AlphaScreen His-ARNT PAS-B/GST-TACC3 binding, luminescence; TACC3 fragment carries E629A point mutation; inhibition, % at 9.99 µM; AID 623870; Q9Y6A5; 390,000 tested, 0.66% active;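 active = mean inhibition of replicates at least 50% and at least half of replicates each reaching 50%; inconclusive = half or more replicates reach 50% but mean below 50%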;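 also: 0% = complete ARNT plus TACC3 wells and 100% = ARNT alone without TACC3; many hits fall short of the cut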
E-selectin induc – induces E-selectin expression in human endothelial cells; HUVEC E-selectin immunofluorescence imaging; normalized: neutral wells 0, TNF-alpha wells 100; activation, % at 7.58 µM; 260,000 tested, 0.37% active; AID 686992;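 active = mean E-selectin-positive cell signal at least 10% of the positive control, reached in at least 60% of replicates, without over 20% cell loss; inconclusive = no rule given, readout overlaps actives, possibly toxicity-flagged; inactive = the rest, including those meeting only one limit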;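 also: in these data hits start at about 27%; measured in HUVEC primary endothelial cells; signal is the percent of cells scored E-selectin positive by PE staining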
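Material: HUVEC primary endothelial cells; Amount: 3,000 cells per well; Dosing: single concentration; Medium: EGM-2 growth medium on 0.1% gelatin-coated wells; Read-out basis: percent E-selectin-positive cells; Signal: immunofluorescence imaging; Control set: TNF-alpha, DMSO.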
PglD inh – inhibitors of Campylobacter jejuni PglD acetyltransferase | purified PglD enzyme, DTNB colorimetric CoA detection | 360,000 tested, 0.098% active | inhibition, % at 12.5 µM; in the data active = inhibition above about 16%, passing the limit was not always enough; inconclusive = no clear call, values can overlap the other calls; also: strong numbers were not always called active
ERp5 inh – inhibitors of human ERp5; Q15084; ERp5 insulin aggregation, absorbance 650 nm, 90 min; inhibition, % at 9.99 µM; 350,000 tested, 0.05% active;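 active = mean replicate inhibition above about 25%, with every replicate also reaching it, limit read from the data, passing the limit was not always enough; inconclusive = only one of those two criteria met; inactive = neither criterion met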
RAD54 inh – blocks human RAD54 Holliday junction branch migration. FAM/BHQ fluorescence. inhibition, % at 10.4 µM. 360,000 tested, 0.14% active;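 active = mean normalized replicate activity at least 40 and at least half of replicates scoring 40 or more; inconclusive = only one of the two criteria met; inactive = mean below 40 and under half of replicates reaching 40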;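 also: 0% = median of neutral control wells and 100% = median of positive control wells; inhibitors cause a drop in the FAM fluorescence signal; in these data hits start at about 50%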
CASP6 VEID inh – blocks human caspase-6 cleavage activity; P55212; purified caspase-6, Z-VEID-R110 cleavage fluorescence; 350,000 tested, 0.53% active; AID 686996; inhibition, % at 12.5 µM;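 active = mean inhibition across replicates at least about 35%, with every replicate also reaching that limit, limit read from the data; inconclusive = only one of the two criteria met; inactive = neither criterion met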;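 also: 0% = median of neutral control wells and 100% = no fluorescence left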
Target sequence (P55212 24-179 limits assumed): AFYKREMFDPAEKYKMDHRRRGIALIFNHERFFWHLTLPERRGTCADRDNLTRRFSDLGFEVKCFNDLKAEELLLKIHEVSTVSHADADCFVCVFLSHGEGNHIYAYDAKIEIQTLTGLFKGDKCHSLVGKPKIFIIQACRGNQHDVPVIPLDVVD
Target sequence (P55212 194-293 limits assumed): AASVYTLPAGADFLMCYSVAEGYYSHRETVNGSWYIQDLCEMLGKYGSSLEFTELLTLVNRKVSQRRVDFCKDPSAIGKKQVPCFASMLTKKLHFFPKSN
An asterisk follows results filed as active; u = inconclusive; x = not tested or not shown; & = joins results of further samples. Hits appear at their usual frequency; overall some 3.2% were active at least once.

item	Compound	PglD inh	esBAF inh	E-selectin induc	ARNT-TACC3 inh	RAD54 inh	CASP6 VEID inh	ERp5 inh	RAD52 inh
1	CC(C)(C)NC(=O)Cn1c(SCC(=O)NC2CC2)nc2ccccc21	-4	-1	0.7	0	-2	-1	0	-13
2	Cc1ccc(S(=O)(=O)N2CCN(C(=O)CSc3nc(N)cc(=O)[nH]3)CC2)c(C)c1	-6	-1	-0.8	1	4	x	-2	-13
3	Cc1noc(C)c1NC(=O)N1C[C@H](O)COC[C@H]2O[C@@H](CC(=O)NCC3CC3)CC[C@@H]21	2	0	-0.1	1	4	1	3	-15
4	COc1cc2c(cc1OC)C1=C(C#N)CCC(=O)N1CC2	-8	-4	x	0	-2	x	x	x
5	CCn1c(=O)c2cc(S(=O)(=O)NCc3ccccc3)ccc2n(CC)c1=O	-3	-4	x	-21	0	x	x	x
6	S=c1[nH]c(-c2ccccc2)cn1/N=C/c1ccc(Br)cc1	x	x	x	-2	x	0	3	-17
7	COc1cccc(CN2C(=O)[C@@H]3Cc4c([nH]c5ccccc45)C(C)(C)N3C2=O)c1	3	6	0.1	-18	-8	0	1	-11
8	Cc1cc(C(=O)CCl)c(C)n1Cc1ccco1	x	x	-1.1	1	x	2	7	-20

Gathered by group, the entries above with an aryl thioether with sulfur outside any ring.
item	Compound	PglD inh	esBAF inh	E-selectin induc	ARNT-TACC3 inh	RAD54 inh	CASP6 VEID inh	ERp5 inh	RAD52 inh
1	CC(C)(C)NC(=O)Cn1c(SCC(=O)NC2CC2)nc2ccccc21	-4	-1	0.7	0	-2	-1	0	-13
2	Cc1ccc(S(=O)(=O)N2CCN(C(=O)CSc3nc(N)cc(=O)[nH]3)CC2)c(C)c1	-6	-1	-0.8	1	4	x	-2	-13

Next part.
item	Compound	PglD inh	esBAF inh	E-selectin induc	ARNT-TACC3 inh	RAD54 inh	CASP6 VEID inh	ERp5 inh	RAD52 inh
9	COc1ccc2[nH]cc(CCNC(=O)C3CCCNC3=O)c2c1 (centres undefined)	3	1	-0.2	-15	4	-5	0	-5
10	CCOC(=O)c1cccc(NC(=O)CCNS(=O)(=O)c2ccc3c(c2)CCN3C(=O)CC)c1	-4	6	x	3	-3	x	x	x
11	C[C@H](CO)N1C[C@H](C)[C@H](CN(C)S(=O)(=O)c2cn(C)cn2)Oc2c(NC(=O)c3ccc(-c4nccs4)cc3)cccc2C1=O	1	1	0.1	-2	1	4	4	7
12	CCCNC(=O)C[C@@H]1CC[C@@H]2[C@H](COC[C@H](O)CN2C(=O)c2ccccn2)O1	-2	-4	0.0	17	-2	-3	-3	-4
13	Cc1ccc2c(c1)sc[n+]2Cc1ccccc1	-3	54*	x	-7	2	0	1	-16
14	O=C(NCc1ccco1)Nc1ccc(OC(F)(F)F)cc1	0	14	0.3	1	-2	2	-1	-9
15	CC(C)NC(=O)N(C)C[C@@H]1OCCCC[C@H](C)Oc2ccc(NC(=O)c3ccncc3)cc2C(=O)N([C@H](C)CO)C[C@@H]1C	-3	5	0.1	7	0	-3	-3	-17
16	O=S(=O)(NCc1ccc(F)cc1)c1ccc2c(c1)OCCO2	3	-12	x	-2	11	x	x	x

Structural class, the compounds so far containing a furan ring, fused or not
item	Compound	PglD inh	esBAF inh	E-selectin induc	ARNT-TACC3 inh	RAD54 inh	CASP6 VEID inh	ERp5 inh	RAD52 inh
8	Cc1cc(C(=O)CCl)c(C)n1Cc1ccco1	x	x	-1.1	1	x	2	7	-20
14	O=C(NCc1ccco1)Nc1ccc(OC(F)(F)F)cc1	0	14	0.3	1	-2	2	-1	-9

Further compounds.
item	Compound	PglD inh	esBAF inh	E-selectin induc	ARNT-TACC3 inh	RAD54 inh	CASP6 VEID inh	ERp5 inh	RAD52 inh
17	CCn1c(SCC(=O)N2CCN(c3ccccc3)CC2)nc2c(c1=O)SC(C)C2 (centres undefined)	1	18	-0.5	4	6	0	3	-17
18	C=CCSc1nc2ccccc2c(=O)n1C1CCOC(C)(C)C1 (centres undefined)	x	x	0.4	-10	x	6	-4	3
19	CCCNC(=O)Nc1ccc2c(c1)OC[C@H](C)N(Cc1cccnc1)C[C@H](C)[C@@H](OC)CN(C)C2=O	x	x	0.3	x	x	0	-2	6
20	O=C(CSc1nnc(Cc2cc(=O)[nH]c(=O)[nH]2)n1-c1ccccc1)N1CCCc2ccccc21	3	-2	x	6	1	x	x	x
21	CN(C(=O)c1ccccc1OCc1ccc(F)cc1)c1c(N)n(Cc2ccccc2)c(=O)[nH]c1=O	1	4	0.6	-4	3	0	-2	-20
22	C[C@H]1CCCCO[C@H](CN(C)S(=O)(=O)c2ccc(Cl)cc2)[C@@H](C)CN([C@@H](C)CO)C(=O)c2cc(NC(=O)CCCN(C)C)ccc2O1	x	x	0.3	x	x	4	0	42
23	CC(C)OCCCn1c(=O)c2ccccc2n2c(CCC(=O)N3CCN(c4ccccn4)CC3)nnc12	-1	-1	x	8	0	-5	-5	-7
24	CCOC(=O)NC(=O)C(=CNc1cccc(OC)c1)C(=O)NC(=O)OCC	-6	-3	x	6	-2	2	5	-5
25	CCc1ccc(/C=N/n2c(COc3ccccc3)n[nH]c2=S)cc1	-2	4	0.1	-2	-7	1	1	0
26	C[C@@H]1CN([C@H](C)CO)C(=O)c2cc(Br)cnc2O[C@H]1CN(C)C(=O)CC1CC1	-11&1	4&-2	-0.1&-2.0	-13	2&-4	1&1	2&5	-5&11
27	CS(=O)(=O)NCc1ccc(C(=O)O)cc1	x	x	x	-6	x	6	0	-7
28	O=C(Nc1ccncc1)c1ccc(F)cc1	1	-7	x	-9	21	x	x	x
29	CC(=O)N1[C@@H]2Cn3c(ccc(-c4ccc(F)cc4)c3=O)[C@H]1[C@@H](C(=O)N(C)C)[C@@H]2CO	-1	0	0.3	7	0	-3	-2	-15
30	CN(CC(=O)Nc1ccc(F)cc1)CC(=O)Nc1ccc(F)c(F)c1F	1	-4	0.1	0	-1	-2	2	-3
31	Cc1cccc(NC(=S)N=Nc2c(O)n(C)c3ccc(S(=O)(=O)N4CCOCC4)cc23)c1	5	x	x	3	11	2	-6	-23
32	CCOC(=O)N1CCN(C(=O)c2ccc(S(=O)(=O)Nc3ccc(C)cc3)cc2)CC1	x	x	-0.4	-2	x	0	7	-2
33	O=C(C[C@@H]1CC[C@H]2[C@@H](COC[C@H](O)CN2S(=O)(=O)c2ccc(F)cc2)O1)N[C@H]1CCN(Cc2ccccc2)C1	-2	5	0.0	18	-3	-1	3	13
34	Cc1cc(C)c2nc(/N=C(\N)NC(=O)c3ccccc3)nc(C)c2c1	-1	0	0.0	24	9	-3	-7	33
35	CC(C)[C@@H]1NC(=O)N(c2ccc(Oc3ccccc3)cc2)C1=O	3	34	x	1	-1	x	x	x
36	O=C(Nc1ccccc1C(=O)N1CCN(Cc2ccccc2)CC1)c1ccccn1	-1	-2	x	-1	1	x	x	x
37	Cc1cc(=O)oc2cc(OCC(=O)N3CC(=O)Nc4ccccc43)c(Cl)cc12	x	-3	0.4	-5	-3	0	-2	-34
38	CC(=O)OCC1OC(n2c(-c3ccc(Cl)cc3)ccc(C#N)c2=S)C(OC(C)=O)C(OC(C)=O)C1OC(C)=O (centres undefined)	x	x	-0.1	-5	x	-1	-1	-52
39	COC(=O)[C@H]1[C@H](CO)[C@H]2Cn3c(ccc(C4=CCCCC4)c3=O)[C@H]2N1Cc1cccnc1	x	x	-0.4	x	x	3	-2	-13
40	COc1ccccc1C(=O)NC(C)c1nc2ccccc2[nH]1 (centres undefined)	1	-3	x	-1	-6	x	x	x
41	CCOC(=O)C(C)Oc1cccc2c(=O)n(CC(=O)N3CCCc4ccccc43)ccc12 (centres undefined)	-8	-8	-0.3	20	3	0	2	-8
42	COC(=O)c1ccc(CSc2nnc3c(n2)[nH]c2ccccc23)cc1	-1	-8	2.2	0	-3	-3	4	-11
43	Cn1c(=O)[nH]c(=O)c2c1nc(N1CCCC1)n2CCO	-7	0	-0.2	0	-4	-2	5	-2
44	CN(CCc1ccccn1)C1CC(=O)N(c2ccc(Cl)cc2)C1=O (centres undefined)	9	10	x	6	0	x	x	x
45	CC(C)(C)n1nnnc1C(c1cccs1)N1CCN(C(=O)c2ccco2)CC1 (centres undefined)	2	-19	x	-4	0	x	x	x
46	COc1cc(-c2nnc(NC(=O)CCS(=O)(=O)c3ccccc3)o2)cc(OC)c1OC	-6	x	-1.6	24	-16	3	3	-11
47	COc1nc(N/N=C/c2ccccc2F)nc(N2CCCCC2)n1	-8	4	x	-9	-5	x	x	x
48	Cc1noc(C)c1NC(=O)Nc1cccc2c1O[C@@H](CN(C)C(=O)Nc1cccc3ccccc13)[C@H](C)CN([C@H](C)CO)C2=O	1	-3	-0.2	14	9	-1	1	6
49	CCC(NC(=O)c1cc(COc2ccc(F)c(F)c2)on1)c1ccncc1 (centres undefined)	-6	35	x	42	4	1	-1	-4
50	COc1cc2c(C(F)(F)F)c(-c3ccsc3)oc(=O)c2cc1OC	3	-1	0.0	-8	3	0	-2	0
51	Cc1sc(NC(=O)CN(Cc2ccc(F)cc2)C(=O)C(C)C)c(C(N)=O)c1C	2	-1	x	-2	-1	-1	-1	1
52	COc1cc(NS(=O)(=O)c2ccc(NS(=O)(=O)c3ccc(C)cc3)cc2)nc(OC)n1	-3	-1	x	-2	0	0	-10	-16
53	CCOC(=O)CNC(=O)c1cccs1	-2	4	x	-6	0	x	x	x
54	O=C(Nc1c(Cl)cccc1Cl)c1ccc(-c2ccccc2)cc1	-3	u	x	-2	0	x	x	x
55	COC(=O)c1ccc(NC(=O)COC(=O)c2cccc3c(=O)c(C)c(-c4ccccc4)oc23)cc1	x	x	0.1	-6	x	1	1	-7
56	O=C1OCc2cc(NC(=O)C3CCCCC3)ccc21	7	15	x	1	-4	1	-1	-10

Grouped by structure: those above with two or more sulfur atoms
item	Compound	PglD inh	esBAF inh	E-selectin induc	ARNT-TACC3 inh	RAD54 inh	CASP6 VEID inh	ERp5 inh	RAD52 inh
2	Cc1ccc(S(=O)(=O)N2CCN(C(=O)CSc3nc(N)cc(=O)[nH]3)CC2)c(C)c1	-6	-1	-0.8	1	4	x	-2	-13
11	C[C@H](CO)N1C[C@H](C)[C@H](CN(C)S(=O)(=O)c2cn(C)cn2)Oc2c(NC(=O)c3ccc(-c4nccs4)cc3)cccc2C1=O	1	1	0.1	-2	1	4	4	7
17	CCn1c(SCC(=O)N2CCN(c3ccccc3)CC2)nc2c(c1=O)SC(C)C2 (centres undefined)	1	18	-0.5	4	6	0	3	-17
31	Cc1cccc(NC(=S)N=Nc2c(O)n(C)c3ccc(S(=O)(=O)N4CCOCC4)cc23)c1	5	x	x	3	11	2	-6	-23
52	COc1cc(NS(=O)(=O)c2ccc(NS(=O)(=O)c3ccc(C)cc3)cc2)nc(OC)n1	-3	-1	x	-2	0	0	-10	-16

Other results follow:
item	Compound	PglD inh	esBAF inh	E-selectin induc	ARNT-TACC3 inh	RAD54 inh	CASP6 VEID inh	ERp5 inh	RAD52 inh
57	CCOc1cc(Br)cc(C(c2c(C(=O)O)[nH]c3ccccc23)c2c(C(=O)O)[nH]c3ccccc23)c1O	1	13	x	1	4	16	-3	-9
58	COc1ccc(C(C(=O)NC2CCCC2)N(CCN(C)C)C(=O)c2snc(C(N)=O)c2N)cc1 (centres undefined)	-3	7	x	-5	11	x	x	x
59	OC(C#CCN1CCCCCC1)(c1ccccc1)c1cccnc1 (centres undefined)	x	x	x	2	x	6	0	-15
60	[O-]c1n[n+](-c2ccc(Cl)cc2Cl)cc2ccccc12	1	1	x	-8	-5	4	3	-20

Assay outcomes: PubChem, Broad Institute
